# PV pol inh – poliovirus RNA polymerase inhibition. P03300. poliovirus polymerase elongation, fluorescence polarization; stronger effect = lower value. % elongation, % (compound at 16.7 µg/mL). actives 0.66% (n = 150,000); in the data active = % elongation below about 90%; also: some results filed as inactive read as strong as hits
# Target sequence (P03300 1749-2209 limits assumed): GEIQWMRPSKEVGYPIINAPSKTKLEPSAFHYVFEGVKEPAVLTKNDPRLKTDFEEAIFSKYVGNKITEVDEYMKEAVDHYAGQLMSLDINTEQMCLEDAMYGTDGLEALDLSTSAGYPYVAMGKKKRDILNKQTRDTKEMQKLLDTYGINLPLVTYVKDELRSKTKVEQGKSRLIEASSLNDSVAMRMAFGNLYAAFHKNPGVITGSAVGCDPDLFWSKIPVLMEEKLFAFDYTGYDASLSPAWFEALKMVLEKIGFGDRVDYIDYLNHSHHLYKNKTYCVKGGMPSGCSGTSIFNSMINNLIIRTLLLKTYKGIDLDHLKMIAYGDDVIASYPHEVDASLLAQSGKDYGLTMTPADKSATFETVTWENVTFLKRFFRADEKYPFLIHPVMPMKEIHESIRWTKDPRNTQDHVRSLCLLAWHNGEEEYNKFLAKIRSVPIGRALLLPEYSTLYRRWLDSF
# PV pol inh FP z-score – second read-out of PV pol inh, no call of its own (marks repeat the call); z-score; measured here: FP z-score; hits read low
# * marks the source's active call; other numbers are inactive results; & = joins results of further samples. Some of the compounds tested. The share of hits here may be higher or lower than overall.
# The line under a structure holds: PV pol inh, PV pol inh FP z-score
COC(=O)c1cc(S(=O)(=O)NCC2CCN(Cc3cccc(F)c3)CC2)cn1C
→ 106, 0
CC(C)CC(NS(=O)(=O)c1cccs1)C(=O)O (stereo not given)
→ 99, -1.1
COc1cc(-c2cc3n(C)c(C)c(CCC(=O)NCc4ccccc4)c(=O)n3n2)cc(OC)c1OC
→ 108, 0
COc1ccc(C(CNC(=O)Nc2ccccc2)N2CCN(C)CC2)cc1 (stereo not given)
→ 105, 1.2
COc1ccc(S(=O)(=O)Cc2ccc(C(=O)N3CCN(c4cc(C)ccc4C)CC3)o2)cc1
→ 103, -0.3
CCCN1CCN(CCCNC(=O)c2c(C)nn(-c3ccc(F)cc3)c2-n2cccc2)CC1
→ 105, -0.6
COc1ccc(Cn2c(=O)[nH]c3cc(C(=O)N4CCN(c5ccc(OC)cc5)CC4)ccc3c2=O)cc1
→ 101, 0.2
CCc1c(C)sc(NC(=S)NCc2ccco2)c1C(=O)OC
→ 99, -0.9
N#CC1(c2nc3ccccc3[nH]2)Cc2ccccc2N2CCCCC21 (stereo not given)
→ 111, 1.1
NCCCSc1ccccc1
→ 103, 0.2
CCC1CCCCN1C(=O)CSC1CCCCC1 (stereo not given)
→ 104, 1
Cc1ccc(C=Nc2ccccc2Sc2c(C)n[nH]c2C)cc1
→ 102, 0.2
CC1CC(C)CN(C(=O)c2cc3sc(Cl)cc3n2C)C1 (stereo not given)
→ 101, -0.5
COCC(=O)Nc1c(C)cc(C)cc1C
→ 99, -0.3
CCOC(=O)C(Cc1ccccc1)C(=O)Nc1nccs1 (stereo not given)
→ 103, 0.3
Cc1ccccc1-c1nn2c(=O)cc(CN3CCN(C(=O)c4ccccc4Br)CC3)nc2s1
→ 113, 1.5
CCCNC(=S)N1CCC(NC(=O)Nc2ccc(C)cc2)CC1
→ 103, 0.1
CCN(C(=O)C1CCN(S(=O)(=O)c2cc(Br)cc3c2N(C(C)=O)CC3)CC1)c1cccc(C)c1
→ 108, 0.6
CCCCC(=Nc1ccccc1)C1=C(O)CCCC1=O
→ 100, -0.6
CSc1sc(C(=O)OC(C)C)c2c1C(=O)CC(C)(C)C2
→ 100, -0.5
COc1cccc(CNC(=O)c2ccc3c(=O)n4nc(Nc5ccccc5)sc4nc3c2)c1
→ 105, -0.3
O=C(NC(=S)Nc1ccccc1)c1ccc2nonc2c1
→ 101, 0.1
O=C(Cn1c(=O)n(-c2ccccc2)c(=O)c2c3c(sc21)CCCC3)Nc1ccc(F)cc1F
→ 105, -0.2
CS(=O)(=O)NC1c2cccc3cccc(c23)C1N1CCOCC1 (stereo not given)
→ 103, 0.3
O=C(CCC1N=C2c3ccccc3N=C(SCc3ccccc3F)N2C1=O)NCc1ccc(F)cc1 (stereo not given)
→ 105, -0.4
CCc1ccc(NC(=O)CSC2=Nc3ccccc3C3=NC(CC(=O)NC4CCCCC4)C(=O)N23)cc1 (stereo not given)
→ 109, 0.4
CC(C)(C)C(=O)CSc1nnc(Nc2ccccc2)s1
→ 102, -0.4
Nn1c(SCCCC(=O)c2ccc(F)cc2)nnc1-c1cccnc1
→ 102, 0.6
Cc1ccc(-c2nnc3c4ccccc4c(C)nn23)cc1NC(=O)c1ccccc1
→ 106, 0.2
CC(NC1CC2CC=CC21)c1ccc(-n2ccnc2)cc1 (stereo not given)
→ 99, -0.4
COCCN(Cc1nnc(-c2cccs2)o1)C(=O)C1CCN(S(=O)(=O)c2ccccc2)CC1
→ 104, -0.1
CCOc1ccc2nc(NC(=O)CN3CCN(S(=O)(=O)c4ccc(F)cc4)CC3)sc2c1
→ 108, -0.3
CC(C)N=C1SC(CC(=O)Nc2ccccc2)C(=O)N1C(C)C (stereo not given)
→ 106, 1.7
Cc1cc(C(=O)Sc2ccc(Cl)cc2)nn1C(C)(C)C
→ 98, -0.7
Cc1ccc(CNC(=O)CN2C(=O)CSc3c2c(C)nn3-c2ccccc2)cc1
→ 106, -0.1
Cc1noc(C)c1-c1ccc(Cl)c(C(=O)O)c1
→ 101, 0
COC(=O)c1ccccc1N(C)S(=O)(=O)c1cc2c3c(c1)CC(=O)N3CCC2
→ 109, 0.5
CCCCNC(=O)C1=C(C)C(=O)OC12CCCCCC2
→ 100, -0.6
CC(C)C(=O)NCCc1c[nH]c2ccccc12
→ 101, 0.2
Cc1cc(NC(=O)Cn2c(=O)n(CC3CCC(C(=O)NC4CCCC4)CC3)c(=O)c3ccccc32)n[nH]1 (stereo not given)
→ 102, -0.2
CC(C)N(C(=O)CSc1nc2ccc(S(N)(=O)=O)cc2[nH]1)c1ccccc1
→ 104, 0.2
Cc1cc2c(cc1S(=O)(=O)N1CC(C)CC(C)C1)OCC(=O)N2 (stereo not given)
→ 104, 1.1
CC(C(=O)N=Nc1c(O)[nH]c2ccccc12)n1cnc2ccccc2c1=O (stereo not given)
→ 102, 0.2
O=c1[nH]c2ccc(NCc3ccc(-c4ccc(Cl)cc4)o3)cc2[nH]1
→ 106, -0.2
CCCN(CCC)CN1C(=O)S/C(=C/c2ccc(N(CC)CC)cc2)C1=O
→ 116, 3.9
O=C1C=C(c2ccccc2)C(O)(c2ccccc2)C1 (stereo not given)
→ 103, 0.3
O=C(Cn1cccc1C(=O)c1ccccc1)NCc1ccc(F)cc1
→ 112, 1.6
N#Cc1cccc(NC(=S)NC(=O)c2cccs2)c1
→ 104, 1.5
Cc1c(-c2ccccc2)nc2c(Cl)cccc2c1C(=O)OCC(=O)c1ccc(F)cc1
→ 105, 0
C=CCN(C(=O)CSc1nncn2c1cc1occc12)c1ccccc1
→ 102, 0.2
COc1ccc(OC)c(CC2C(=O)Nc3ccc(Br)cc32)c1 (stereo not given)
→ 108, 0.4
CCc1c(C)sc(NC(=O)c2cc(-c3ccc(OC)cc3)on2)c1C#N
→ 90, -2
O=S(=O)(c1ccc(Sc2nnc(-c3cccs3)n2CC2CCCO2)nc1)N1CCCC1 (stereo not given)
→ 99, -0.5
CN(C)c1cccc(C(=O)N(Cc2ccc3c(c2)OCO3)C2CCCC2)c1
→ 107, 0.5
Cc1ccc(C(C(=O)NC2CCCCC2)N(C)Cc2ccccc2)cc1 (stereo not given)
→ 102, -0.2
CCCCCC12CCC(O)(CC1)CC2
→ 100, -0.4
C=CCn1c(SCC(=O)Nc2ccc(C)cc2)nc2sc3c(c2c1=O)CCCC3
→ 103, 0.3
CC(C)C(=O)Nc1cccc(Cl)c1Cl
→ 99, -0.4
CC(=O)Oc1cnc2ccc(C)cc2c1
→ 101, 0.4
CCc1ccc(NC2=NCCCS2)cc1
→ 98, -0.3

# (next part)
# The line under a structure holds: PV pol inh, PV pol inh FP z-score
Cc1ccc(NC(=O)Cn2c(=O)oc3cc(S(=O)(=O)NCc4ccccc4)ccc32)cc1
→ 105, 0.2
CN1C(=O)NC(NC(=O)c2ccccc2)(C(F)(F)F)C1=O (stereo not given)
→ 102, 0.4
CC(C)OC(=O)COc1ccc2ccc(=O)oc2c1
→ 99, -0.3
CN(Cc1cccc(Cl)c1)C1CCN(C(=O)NCc2ccccc2)CC1
→ 100, -0.6
CC(=O)NC(Cc1c[nH]c2ccccc12)C(=O)N1CCC(=O)CC1 (stereo not given)
→ 105, 0.4
NCCc1ccc2c(c1)OCCO2
→ 101, -0.5
CN(C)C(=O)CSc1nnc(C23CC4CC(CC(C4)C2)C3)o1
→ 102, 0.4
CN1CCCc2cc(-c3ccnc4ccccc34)ccc21
→ 109, 0.5
Cc1noc(C)c1COC(=O)c1ccc2c(c1)C(=O)N(Cc1ccccc1)C2=O
→ 105, 0.4
CC(C)(C)CC(C)(C)c1ccc(OCCOCC[N+](C)(C)Cc2ccccc2)cc1
→ 101&101, 0.2&0.4
Cc1csc(SCC(=O)c2ccc3c(c2)NC(=O)CO3)n1
→ 114, 0.8
CCOc1cc(NC(=O)[C@@H](NC(=O)c2ccco2)C(C)C)c(OCC)cc1NC(=O)c1ccccc1
→ 100, 0
Cc1ccc(S(=O)(=O)Cn2nnnc2CN(Cc2ccco2)Cc2cccs2)cc1
→ 102, -0.1
COc1ccc(OC)c(NC(=O)CSc2nc3ccccc3c(=O)n2CCC(=O)NC2CCCCC2)c1
→ 107, 0.3
N#Cc1nc(=O)n(-c2ccc(OC(F)(F)F)cc2)c(N)c1N=Cc1ccc(C(F)(F)F)cc1
→ 107, 0.5
CCc1ccccc1NC(=O)CCN1C(=O)c2ccccc2C1=O
→ 101, -0.1
Cc1cc(C)c2[nH]c(=O)c(CN(C3CCCCC3)C(c3nnnn3Cc3ccco3)C(C)C)cc2c1 (stereo not given)
→ 104, 0.7
CCc1ccccc1NC(=O)C(CC)Sc1ncnc2c1sc1ccccc12 (stereo not given)
→ 109, 0.1
CCNC(=O)c1cccc(OCc2c(C)noc2C)c1
→ 102, 0
Clc1ccc(CSc2nc3ccccc3s2)cc1
→ 100, -0.1

# Quoted from the listing.
# PV pol inh, CC(C)OC(=O)COc1ccc2ccc(=O)oc2c1 stands at 99
# PV pol inh, CSc1sc(C(=O)OC(C)C)c2c1C(=O)CC(C)(C)C2 stands at 100

# 7 entries drawn at random from those above:
# The line under a structure holds: PV pol inh, PV pol inh FP z-score
CN1CCCc2cc(-c3ccnc4ccccc34)ccc21
→ 109, 0.5
CCOc1cc(NC(=O)[C@@H](NC(=O)c2ccco2)C(C)C)c(OCC)cc1NC(=O)c1ccccc1
→ 100, 0
CC(C)(C)CC(C)(C)c1ccc(OCCOCC[N+](C)(C)Cc2ccccc2)cc1
→ 101&101, 0.2&0.4
CN(C)C(=O)CSc1nnc(C23CC4CC(CC(C4)C2)C3)o1
→ 102, 0.4
CC(=O)NC(Cc1c[nH]c2ccccc12)C(=O)N1CCC(=O)CC1 (stereo not given)
→ 105, 0.4
CN(Cc1cccc(Cl)c1)C1CCN(C(=O)NCc2ccccc2)CC1
→ 100, -0.6
Clc1ccc(CSc2nc3ccccc3s2)cc1
→ 100, -0.1

# Further records follow.
structure	PV pol inh	PV pol inh FP z-score
O=C(Cc1ccc(F)cc1)N1CCCCC1	104	0.7
O=S(=O)(Nc1cccc(-c2ccc(N3CCCC3)nn2)c1)c1ccc(F)c(C(F)(F)F)c1	99	-1.6
COc1cc(C2Sc3ccccc3NC3=C2C(=O)OC3)cc(OC)c1OC (stereo not given)	104	0
N#CC1(NC(=O)COC(=O)c2ccccc2C(F)(F)F)CCCC1	102	0
Cc1ccc2oc3c(c(=O)c2c1)C(c1ccc(O)cc1)N(Cc1ccc2c(c1)OCO2)C3=O (stereo not given)	107	0.4
Cc1cnc(NC(=O)c2ccco2)s1	103	0.1
CCC1=NCC(=O)Nc2ccc(Cl)cc21	90	-1.4
COc1ccc(C(=O)NCC(c2cccnc2)N2CCN(c3ccccc3)CC2)cc1 (stereo not given)	110	0.5
CCN1CCN(CC2=CCC3CC2C3(C)C)CC1 (stereo not given)	99	-0.8
O=C(NCCN1CCc2ccccc2C1)c1cc(-c2ccc(Br)s2)nc2ccccc12	101	-0.2
CCCSc1nc(C)cc(=O)[nH]1	100	-0.1
N#CCCCSc1nnc(-c2ccccc2F)n1-c1ccccc1	107	0.7
Cc1ccsc1C(=O)Nc1nccs1	98	-1.7
Cc1cc(C)n(Cc2c(Cl)cccc2Cl)n1	103	-0.1
CCOc1cccc(OCC)c2c(C)nc(C)c1-2	102	0.5
O=S(=O)(Cc1ccccc1)N1CCC(On2nnc3ccccc32)CC1	103	0.6
Cc1cccc(NC(=O)CNC(=O)c2ccc3c(=O)[nH]c(CN4CCOCC4)nc3c2)c1C	99	-0.2
COc1ccc(Nc2ncnc3c2c(-c2ccccc2)cn3-c2ccc(C)c(Cl)c2)cc1OC	109	0.3
CCN(CC)C(=O)Cn1c(=O)n(CCCCCC(=O)NCc2ccc3c(c2)OCO3)c(=O)c2sccc21	110	0.8
COc1ccc(N=c2cc(-c3ccc(OC)cc3)oc3ccc(O)cc23)cc1	102	0.2
Cc1cc2nc(N3C(=N)SCC3=O)sc2cc1C	106	1.2
CC(C)C(NC(=O)Cc1ccccc1)C(=O)N1CCN(S(=O)(=O)c2ccccc2C#N)CC1 (stereo not given)	108	0.7
CC1OCC(OC(=O)c2ccccc2)CO1 (stereo not given)	102	0
NNC(=O)c1ccc(NN)cn1	104	0.4
CCN(CC)S(=O)(=O)c1ccc2c(c1)nc(CCC(=O)OCC(=O)c1ccc(Cl)s1)n2C	117	2.1
NC(=O)C1CCN(c2ncnc3sccc23)CC1	113	1.4
c1ccc(CN2CN(c3nccs3)CN(c3nccs3)C2)cc1	103	0.8
O=C(C1CCN(S(=O)(=O)c2cnc[nH]2)CC1)N(CCc1ccccc1)Cc1ccccc1	103	0.4
COc1ccc(C(C)=O)cc1CSc1nc(Nc2ccc(F)c(F)c2)c2ccccc2n1	108	0.5
CCc1ccc(NC(=O)C(=O)NCCc2csc(-c3cccc(F)c3)n2)cc1	114	1.9
CN(C(=O)COC(=O)c1ccc(-c2ccccc2)cc1)c1ccccc1	102	0.4
CC(C)C(NC(=O)c1ccc2c(c1)OCO2)c1nnc(SCC(=O)NC2CCCCC2)n1C (stereo not given)	103	0.6
Cc1cc(NS(=O)(=O)c2cccc(F)c2)n(-c2ccccc2)n1	100	-0.8
NC(=O)C1CCN(CC(=O)NCc2ccccc2Cl)CC1	98	-0.7
CCN(CC)S(=O)(=O)c1ccc2c(c1)nc(SCc1csc(NC(C)=O)n1)n2CC	107	0.5
Cc1cccc(-c2nc(C#N)c(N3CCCCC3)o2)c1	100	0
COc1ccccc1CNC(=O)NCc1noc2ccc(C)cc12	103	-0.4
CC1=NN(c2cccc(Cl)c2)C(=O)/C1=C\N1CCOCC1	95	-0.9
CC1CCC(NC(=O)CCCn2ncn3c(cc4occc43)c2=O)CC1 (stereo not given)	103	0.3
Cc1ccc(-c2noc(CN(C3CCCCC3)S(=O)(=O)c3ccc(F)cc3)n2)cc1	106	-0.2
CCCc1cc2c(=O)c(-c3ccc4c(c3)OCCO4)c(CC)oc2cc1O	101	0.1
O=C(CC1OC(=O)c2ccccc21)NCc1ccc(Cl)cc1 (stereo not given)	100	-0.2
CCOC(=O)N1CCC(NC(=O)c2ccc3c(c2)N(Cc2cccc(C)c2)C(=O)c2ccccc2S3(=O)=O)CC1	107	0.2

# One compound at a time (already shown). Screens in order: PV pol inh, PV pol inh FP z-score
# COc1ccccc1CNC(=O)NCc1noc2ccc(C)cc12 is listed as 103, -0.4
# O=C(CC1OC(=O)c2ccccc21)NCc1ccc(Cl)cc1 (stereo not given) is listed as 100, -0.2
